# Screening results deposited in PubChem BioAssay by several laboratories.
# FAS TE block = FAS thioesterase (human) inhibition; inhibition, % at 15 µM; P49327; AID 602261; recombinant FAS-TE, OMFH fluorogenic substrate, fluorescence endpoint; 360,000 compounds, 0.67% hits;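 active = compounds whose normalised, plate-corrected inhibition of enzyme fluorescence in the single-dose primary screen is 50% or more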;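 also: 0% = DMSO with enzyme and 100% = substrate without enzyme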
# NadD block = inhibitors of Staphylococcus aureus NadD; purified NadD enzyme, colorimetric absorbance read-out; inhibition, % at 20 µM; 360,000 compounds, 0.78% hits; AID 602399; in the data active = inhibition above about 26%; also: some compounds past the cut are filed as inactive
# Rpn11 inh = Rpn11 (human) deubiquitinase inhibition. AID 588493. 360,000 compounds, 0.59% hits. calls only at 20 µM. O00487. human 26S proteasome, Ub4-pepOG fluorescence polarization; 20S core pre-blocked with epoxomicin;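 active = inhibition at 20 µM, scaled to each plate's controls, above about 33%, limit read from the data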
# Rin1 Abl inh = human Rin1-Abl interaction inhibition | P00519+Q13671 | TR-FRET Rin1/Abl binding, biochemical | inhibition, % at 7.35 µM | 360,000 compounds, 0.4% hits | AID 588664; in the data active = inhibition above about 5%, passing the limit was not always enough
# MT1-MMP act inh = blocks activation of human MT1-MMP. P50281. GFP/RFP ratio change, % at 20 µM. 360,000 compounds, 0.061% hits. HT1080 RFP-PRO-GFP cells, GFP/RFP ratio fluorescence, overnight; percent of plate control window, DMSO zero. AID 651647;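 active = GFP/RFP ratio change of at least 30% with cell ATP level not reduced by more than half and red fluorescence within 50% of control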; also: strong numbers were not always called active
#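 Test system: HT1080 cells expressing an RFP-PRO-GFP fluorescent reporter construct / Compound dosing: single-point 20 µM compound, 1% DMSO / Schedule: cells overnight before dosing, compound overnight, 37 °C, 5% CO2 / Evaluation: GFP/RFP fluorescence ratio / Control set: DMSO and RFP-L50D-GFP cell wells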
# SKN-1 inh = inhibitors of C. elegans SKN-1 | inhibition, % at 21.8 µM | 360,000 compounds, 0.49% hits | AID 624304 | C. elegans VP596 Pgst-4::GFP/RFP ratio, acrylamide-induced, 24 h;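 active = interference check ratio from 0.5 to 1.5 plus GFP to RFP signal ratio inhibition reaching or exceeding a fixed threshold, cut at about 30% in these data, passing the limit was not always enough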; also: some compounds called inactive have numbers as strong as hits
# CSN deneddyl inh = inhibitors of human CSN-mediated cullin deneddylation | Purified CSN, SCF-Nedd8-OG deneddylation, fluorescence polarization | inhibition, % at 12.5 µM | 360,000 compounds, 0.38% hits;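 active = pattern-corrected inhibition above about 35%, with an unprinted fluorescence ratio check between 0.5 and 1.5, limit read from the data, passing the limit was not always enough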;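 also: 0% = enzyme with substrate and 100% = substrate without enzyme; some results filed as inactive read as strong as hits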
# Target sequence (Q92905 whole entry, looked up, one chain of several): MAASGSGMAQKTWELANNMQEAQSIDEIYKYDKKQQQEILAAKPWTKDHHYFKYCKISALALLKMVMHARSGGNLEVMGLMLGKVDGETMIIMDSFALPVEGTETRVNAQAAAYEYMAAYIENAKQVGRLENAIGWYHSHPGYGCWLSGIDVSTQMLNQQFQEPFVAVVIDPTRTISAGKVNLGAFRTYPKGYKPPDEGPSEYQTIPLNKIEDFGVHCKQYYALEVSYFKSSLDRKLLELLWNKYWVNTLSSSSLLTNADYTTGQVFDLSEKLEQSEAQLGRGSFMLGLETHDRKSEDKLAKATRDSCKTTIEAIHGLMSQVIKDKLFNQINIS
#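 test system = HEK293T-derived human Csn5 enzyme | amount = 0.24 nM Csn5 enzyme, final concentration | medium = Tris/NaCl/DTT buffer, pH 7.5 | schedule = 90 min reaction at room temperature | signal = FP | evaluation = inhibition of Csn5 cleavage, % | compound dosing = single dose of 12.5 µM compound with 0.25% DMSO | probe or stimulus = 10 nM SCFSkp2-Nedd8OG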
# Neddyl block = cullin neddylation inhibition. P61081+Q13564. TR-FRET cullin neddylation, biochemical. calls only at 25 µM. 360,000 compounds, 0.58% hits; in the data active = inhibition above about 36%
# MLLE-PAM2 inh = blocks PAM2 peptide binding to the PABP1 MLLE domain. P11940. GST-MLLE / FITC-PAM2 fluorescence polarization. inhibition, % at 20 µM. 360,000 compounds, 0.36% hits; in the data active = inhibition above about 35%, passing the limit was not always enough;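 also: plate controls were DMSO wells with GST-MLLE for no effect and wells lacking GST-MLLE protein for full effect; some results filed as inactive read as strong as hits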
# Target sequence (P11940 whole entry, looked up, the tested form may be a part): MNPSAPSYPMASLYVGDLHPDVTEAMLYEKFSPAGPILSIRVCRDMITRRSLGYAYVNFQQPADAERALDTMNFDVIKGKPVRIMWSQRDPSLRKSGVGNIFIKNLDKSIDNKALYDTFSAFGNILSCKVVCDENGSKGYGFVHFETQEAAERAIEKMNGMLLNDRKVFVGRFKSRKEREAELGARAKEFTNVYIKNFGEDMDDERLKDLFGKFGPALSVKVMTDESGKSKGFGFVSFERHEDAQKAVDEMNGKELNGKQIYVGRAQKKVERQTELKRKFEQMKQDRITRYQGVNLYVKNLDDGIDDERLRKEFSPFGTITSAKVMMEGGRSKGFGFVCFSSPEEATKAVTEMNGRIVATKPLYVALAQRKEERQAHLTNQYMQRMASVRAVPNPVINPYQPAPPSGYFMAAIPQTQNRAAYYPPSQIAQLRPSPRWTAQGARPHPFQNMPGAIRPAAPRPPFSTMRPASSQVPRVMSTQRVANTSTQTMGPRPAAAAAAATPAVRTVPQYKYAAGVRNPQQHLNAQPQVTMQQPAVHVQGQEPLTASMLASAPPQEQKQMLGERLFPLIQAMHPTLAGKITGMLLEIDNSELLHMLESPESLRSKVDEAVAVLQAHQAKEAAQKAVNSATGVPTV
# An asterisk follows results filed as active; i = inactive; x = not tested or not shown; + = active, no number.
SMILES,FAS TE block,NadD block,Rpn11 inh,Rin1 Abl inh,MT1-MMP act inh,SKN-1 inh,CSN deneddyl inh,Neddyl block,MLLE-PAM2 inh
C=CCOc1ccc(CNc2ccc3[nH]c(=O)[nH]c3c2)cc1OC,-3,5,i,-2,-16,7,-10,x,-6
COC(=O)C1=C(C)N(Cc2ccc(OC)cc2)C(=O)/C1=C\c1ccco1,3,-7,i,1,0,-2,3,i,-9
COC(=O)CCCC(=O)Nc1ccc(Br)cc1,-3,1,i,-4,0,-12,-7,i,-12
COc1ccc(S(=O)(=O)N(C)C[C@H]2Oc3ccc(NC(=O)Nc4c(C)noc4C)cc3C(=O)N([C@H](C)CO)C[C@@H]2C)cc1,-4,3,i,5,-4,-2,-5,i,-10
CCCNC(=S)Nc1ccccc1,-6,-1,i,1,-1,3,-7,i,-10
O=S(=O)(NC1CC1)c1ccc(F)c(F)c1,-8,-4,i,3,-1,4,5,i,4
CCN1CCN(S(=O)(=O)c2ccc(C(C)(C)C)cc2)CC1,1,-2,i,2,2,5,-3,i,-14
COc1cccc(Cn2c(Cn3c(-c4cnccn4)nc4ccccc43)nc3ccccc32)c1,-5,7,x,x,-1,-5,0,i,x
OCCCN=C1CCCc2c1[nH]c1ccc(Cl)cc21,-4,-8,i,-8,-3,11,3,+,-2
O=C(CSc1nc2nccnc2c(=O)n1Cc1cccs1)Nc1ccccc1,34,10,i,-2,2,1,4,i,-5
O=C(c1cnccn1)N(Cc1cccs1)C1(C(=O)NC2CCCCC2)CCCCC1,13,1,i,3,4,-10,1,i,-6
O=C(Nc1cc(C(F)(F)F)ccc1N1CCOCC1)c1cnccn1,42,-8,i,1,-5,-7,1,i,1
Cc1cc(NC(=O)c2ccccc2-c2ccccc2)ccc1Br,37,-4,i,2,-9,8,-4,i,4
O=C(Nc1cc(Br)ccc1O)C1CC(c2ccccc2Cl)=NO1 (stereo unspecified),6,-5,i,0,5,-9,0,i,5
O=C(O)CCNc1ccc(NCCC(=O)O)c2c1C(=O)c1ccccc1C2=O,-6,10,i,-7,x,29,-22,i,97
O=C(CSc1nc2ccccc2c(=O)n1-c1ccccc1)c1cccc([N+](=O)[O-])c1,25,14,i,-2,-2,-9,3,i,11
CCOC(=O)C1=CN(Cc2ccccc2)CCC1=O,0,-7,i,4,3,14,1,i,6
COc1ccc(OCc2nnc(SCC(=O)N3CCCc4ccccc43)n2-c2ccc(C)cc2)cc1,22,5,i,0,-4,-9,-1,i,-10
CC(c1ccccc1)N1C(=O)CC(Sc2ncccc2C(=O)O)C1=O (stereo unspecified),-12,0,i,3,11,2,2,i,12
O=C(CSCc1ccccc1)Nc1ccc(Cl)cn1,-1,-2,i,-1,-3,2,-6,i,0
CCN1CCN(CCOc2ccc(Br)cc2C)CC1,0,-1,i,-2,1,6,0,i,-5
Cc1ccc(S(=O)(=O)NCCC2(C(C)C)CCOC(C)(C)C2)cc1 (stereo unspecified),1,4,i,-2,-1,-5,-7,i,1
COC(=O)c1ccccc1NC(=O)CCCN1C(=O)C(c2ccccc2)Oc2cccnc21 (stereo unspecified),20,-2,i,0,-3,-1,3,i,5
OC(CN1CCOCC1)C12CC3CC(CC(C3)C1)C2 (stereo unspecified),-5,-7,i,-2,5,7,5,i,6

# Sorted by value in SKN-1 inh (falling): five of the compounds above.
smiles	SKN-1 inh
CCN1CCN(CCOc2ccc(Br)cc2C)CC1	6
O=C(CSCc1ccccc1)Nc1ccc(Cl)cn1	2
COc1cccc(Cn2c(Cn3c(-c4cnccn4)nc4ccccc43)nc3ccccc32)c1	-5
O=C(Nc1cc(C(F)(F)F)ccc1N1CCOCC1)c1cnccn1	-7
COc1ccc(OCc2nnc(SCC(=O)N3CCCc4ccccc43)n2-c2ccc(C)cc2)cc1	-9

# Next structures:
SMILES,FAS TE block,NadD block,Rpn11 inh,Rin1 Abl inh,MT1-MMP act inh,SKN-1 inh,CSN deneddyl inh,Neddyl block,MLLE-PAM2 inh
COc1ccc(C2=NN(C(C)=O)C(c3ccccc3)C2)cc1 (stereo unspecified),-3,-9,i,0,0,10,3,i,3
Cc1ccc(N=C(N)N=C(N)N)cc1,-6,-8,i,4,2,14,12,i,1
N#CC1=C(N)NC(SCC(=O)Nc2ccc(Br)cc2)=C(C#N)C12CCCCC2,26,5,i,-4,7,0,-1,i,26
O=C(C1CCCN(S(=O)(=O)c2ccc(F)cc2)C1)N(Cc1cccs1)C1CC1 (stereo unspecified),9,2,i,-2,-4,-7,0,i,-11
COc1ccc(/C(N)=N/OC(=O)c2ccc(OC)c([N+](=O)[O-])c2)cc1OC,4,-7,i,-1,-2,-5,11,i,-5
CC(C)Cc1nnc(NS(=O)(=O)c2ccc(Cl)cc2)s1,1,-1,i,-4,1,-3,3,i,-5
CCn1cc(C(=O)NCCCN(CC(C)C)CC(C)C)c(=O)c2cc(S(=O)(=O)N3CCOCC3)ccc21,-5,-4,i,-3,1,-6,-4,i,7
CCOC(=O)c1cc(OC(=O)Cc2ccc(OC)c(S(=O)(=O)N3CCOCC3)c2)cc(C(=O)OCC)c1,18,-7,i,-5,-3,-2,5,i,-7
CCCC(=O)Nc1ccc(-c2csc(NNC(C)=O)n2)cc1,-4,1,i,-2,1,-7,4,i,7
CC(C)(C)C(=O)Nc1cccc(S(=O)(=O)NC2=NCCC2)c1,-5,-5,i,-3,2,-20,1,i,3
S=c1nc(-c2ccccn2)c(-c2ccccn2)n[nH]1,-6,1,i,2,5,-3,-4,i,8
CCOc1cc(C(=O)Nc2cc(F)ccc2C)ccc1OCC(=O)N1CCOCC1,-5,2,i,1,0,1,-4,i,-20
CCCSc1nc(N2CCOCC2)c2c(c1C#N)CC(C)(C)SC2,17,3,i,0,-2,38*,-2,i,0
CC(C)C(C(=O)Nc1ccc2c(c1)OCCO2)N1C(=O)c2ccccc2C1=O (stereo unspecified),6,-6,i,-2,0,9,3,i,-1
CC1(c2nnnn2-c2ccc3c(c2)OCCO3)CCC(=O)N1CC1CCCCC1 (stereo unspecified),-8,0,x,x,1,1,1,i,x
CC(C)=CC(=O)OCC(=O)NC(=O)NC(C)(C)C,-11,-1,i,-1,4,-16,-4,i,0
CCOc1ccc(NS(=O)(=O)c2ccc(-c3ccc(=O)[nH]n3)o2)cc1,-3,-4,i,-2,1,-12,-1,i,-23
CCn1c(NCc2ccco2)nc2ccccc21,-6,-3,i,2,5,-5,3,i,5
CCOC(=O)C(CC)n1nc(C)n2c(cc3occc32)c1=O (stereo unspecified),-8,-2,i,4,2,6,0,i,-5
COc1ccc(NS(=O)(=O)c2cccc(C(=O)NNC(=O)c3ccc(NC(C)=O)cc3)c2)cc1,-6,-6,i,2,-1,-3,-3,i,-1
Cc1ccc(-c2cc(C(=O)N3CCOCC3)c3ccccc3n2)cc1,-3,-2,i,2,-6,9,4,i,-11
CC(C)C[C@H]1CNC(=O)C(=O)N1C[C@H]1CCCN1C[C@H](CC(C)C)N1C[C@H](Cc2ccccc2)N(CC2CCCCC2)C(=O)C1=O,-8,17,x,x,3,0,8,i,x
O=C1OC(c2cccc([N+](=O)[O-])c2)C2(CCCC2)C(=O)C12CCCCC2 (stereo unspecified),39,-9,i,1,-2,18,-5,i,16
Oc1ccc(/C=N/n2cc(-c3ccccc3)[nH]c2=S)cc1,-1,-1,i,3,1,3,1,i,43*
CC(CS(=O)(=O)c1cccc2cccnc12)N1CCCCC1 (stereo unspecified),-12,12,i,0,-6,7,-3,i,31
Cc1nn(-c2ccc(Cl)cc2)c(Cl)c1/C=N/NC(=O)c1ccc(NS(=O)(=O)c2cccs2)cc1,22,41*,i,-3,1,13,5,i,-18
COc1ccc(-c2cc3nc4n(c(=O)c3s2)CCC4)cc1,1,6,i,2,13,10,0,i,-2
CCOC(=O)/C(Sc1nc(-c2ccccc2)cc(-c2ccccc2)c1C#N)=C(\C)O,18,4,i,1,-3,0,1,i,9
CCc1ccc(C(=O)NNC(=O)CN2C(=O)NC(CC)(c3ccccc3)C2=O)cc1 (stereo unspecified),-4,0,i,1,1,-8,4,i,9
Cc1nnc(SCC(=O)Nc2cccc(S(=O)(=O)N3CCCC3)c2)n1C1CC1,-2,6,i,1,5,20,-6,i,-19
CC1CN(S(=O)(=O)c2ccc(C(=O)N3c4ccccc4CC3C)cc2)CC(C)O1 (stereo unspecified),-3,2,i,1,-1,9,-1,i,4
CN(C)CCCO[C@@H]1[C@H]2OC(C)(C)O[C@H]2O[C@@H]1[C@H](O)CO,-3,1,i,2,6,44*,3,i,-7
O=c1oc2ccc3ccccc3c2cc1-c1nnc(-c2ccccc2)o1,8,26,i,-1,6,52*,2,x,0
COc1cccc(CN2CC(C(=O)NCc3cccc(N4CCCC4)c3)CCC2=O)c1 (stereo unspecified),-3,11,i,-8,-17,3,4,i,-39
COc1ccc2c(c1)c(=O)c(C(=O)c1ccccc1)cn2Cc1ccccc1,4,3,i,-2,6,11,-3,i,-4
CC1CC(C)CN(CCOc2cccc3ccccc23)C1 (stereo unspecified),2,-2,i,2,3,-10,2,i,-6

# Single records, as listed above. Order of screens: FAS TE block	NadD block	Rpn11 inh	Rin1 Abl inh	MT1-MMP act inh	SKN-1 inh	CSN deneddyl inh	Neddyl block	MLLE-PAM2 inh
# Results for CCc1ccc(C(=O)NNC(=O)CN2C(=O)NC(CC)(c3ccccc3)C2=O)cc1 (stereo unspecified) = -4	0	i	1	1	-8	4	i	9
# Results for CC1CC(C)CN(CCOc2cccc3ccccc23)C1 (stereo unspecified) = 2	-2	i	2	3	-10	2	i	-6

# Remaining list, next part
SMILES,FAS TE block,NadD block,Rpn11 inh,Rin1 Abl inh,MT1-MMP act inh,SKN-1 inh,CSN deneddyl inh,Neddyl block,MLLE-PAM2 inh
C/C(=C\c1ccccc1F)C1Nc2cccc3cccc(c23)N1,26,21,i,5,6,12,-3,i,-11
O=C(Nc1ccc(S(=O)(=O)Nc2nccs2)cc1)c1cc(-c2ccccc2Cl)nc2ccccc12,12,67*,i,2,1,14,-5,i,15
COc1cccc2cc(C(=O)N3CCN(c4ccccc4F)CC3)c(=O)oc12,-1,-2,i,1,9,-12,1,i,5
COc1ccccc1CNc1ccc2c(c1)CCC2,-1,-3,i,3,-26,11,8,i,-32
COc1ccc(/C(C)=N/NC(=S)NCCc2ccccc2)cc1,22,-7,i,3,5,3,16,i,27
CCN1CCN(c2ccc(NC(=O)c3ccco3)cc2)CC1,-2,2,i,0,-3,9,6,i,-3
S=C(Nc1ccccc1)Nc1ccc(OCc2ccc(Cl)cc2Cl)cc1,6,5,i,1,11,-2,4,i,35
COc1cc(C(=O)Nc2cccc(-c3nc4ncccc4o3)c2C)cc(OC)c1OC,-8,3,i,-5,5,-6,-1,i,4
COC(=O)c1cc(OC)c(OC)cc1NC(=O)CSc1nnnn1Cc1ccccc1,7,-14,i,1,-1,0,-5,i,-4
CC(C)(C)NC(=O)C1c2ccccc2OCC(=O)N1CCc1ccccc1 (stereo unspecified),-9,7,x,x,3,-7,1,i,x
COc1cc(CO)cc(Br)c1OCC(=O)Nc1cccc2ccccc12,-1,1,i,-1,-3,-6,0,i,-7
O=c1ccn(CCCBr)c(=O)[nH]1,-5,2,i,-1,-1,-22,-4,i,-17
O=C(CSCc1ccc(Cl)cc1)Nc1ccccc1O,1,-7,i,2,-2,1,4,i,-2
